# TRPN1 ag = agonists of zebrafish TRPN1 channel; HEK293 zebrafish TRPN1-YFP, Fluo-8 calcium fluorescence; 100% = response to 87 µM carbachol; activation, % at 3 µM; 220,000 compounds, 0.18% hits; AID 1424;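 active = activation above its plate's cutoff, the mean activation of test wells on that plate plus 3 SD, cut at about 19% in these data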;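 note: 0% = DMSO alone and 100% = 87 µM carbachol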
#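 Material – zebrafish TRPN1-YFP in HEK293 cells · Doses – 3 µM single point · Schedule – dye 1 h 37 °C plus 30 min RT · Signal – Fluo-8 calcium fluorescence, excitation 470-495 nm, emission 515-575 nm · Read-out – % activation versus carbachol response · Control set – carbachol high, DMSO low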
# NPY-Y1 antag = antagonists of human neuropeptide Y receptor Y1 | inhibition, % at 3.6 µM | P25929 | HEK293-CNG Y1 cells, membrane potential fluorescence; NPY at EC95, then isoproterenol | AID 1040 | 200,000 compounds, 1% hits;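 active = inhibition above the campaign mean inhibition of all tested compounds plus 3 SD, cut at about 20% in these data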;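 note: 0% = DMSO wells given NPY plus isoproterenol and 100% = isoproterenol alone without NPY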
#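 Assay system: HEK293 cells with Y1 receptor plus CNG channel | Probe or stimulus: NPY (25 nM), isoproterenol (1 µM), Ro 20-1724 (25 µM) | Timing: Compound incubation 1 h at room temperature, readout 45 min post-stimulation | Measured by: Membrane-potential fluorescent dye readout | Benchmarks: High control isoproterenol alone, low control NPY with isoproterenol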
# TRPML3 ag = agonists of human TRPML3 channel. Q8TDD5. activation, % at 3 µM. 220,000 compounds, 0.29% hits. HEK293 TRPML3-YFP, Fluo-8 calcium fluorescence; 100% = the carbachol control signal. AID 1448;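 active = activation above its plate's cutoff, the mean activation of the plate's test wells plus 3 SD, cut at about 12% in these data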;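 note: 0% = DMSO only wells and 100% = carbachol wells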
# Target sequence (Q8TDD5 whole entry, looked up): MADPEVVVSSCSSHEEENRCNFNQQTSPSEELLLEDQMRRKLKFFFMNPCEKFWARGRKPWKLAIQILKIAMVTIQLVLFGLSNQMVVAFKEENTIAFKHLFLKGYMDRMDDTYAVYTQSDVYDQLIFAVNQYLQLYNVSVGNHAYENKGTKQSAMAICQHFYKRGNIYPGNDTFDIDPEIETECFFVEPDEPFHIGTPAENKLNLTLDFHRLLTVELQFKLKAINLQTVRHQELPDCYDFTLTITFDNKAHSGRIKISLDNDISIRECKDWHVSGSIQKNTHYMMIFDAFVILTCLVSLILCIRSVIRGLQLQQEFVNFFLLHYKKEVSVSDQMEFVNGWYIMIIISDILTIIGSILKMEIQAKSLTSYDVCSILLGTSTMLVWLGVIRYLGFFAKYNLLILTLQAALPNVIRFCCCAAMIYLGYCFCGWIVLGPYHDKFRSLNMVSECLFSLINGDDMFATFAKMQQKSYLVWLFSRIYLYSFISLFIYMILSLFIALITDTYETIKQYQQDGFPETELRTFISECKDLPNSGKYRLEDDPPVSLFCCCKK
#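 system = HEK293 cells stably carrying human TRPML3-YFP | doses = one concentration, 3 µM nominal, 0.3% DMSO | timing = dye loading 1 h 37 °C then 30 min ambient, 125 s read | detection = Fluo-8 calcium dye fluorescence, ex 470-495, em 515-575 nm | benchmarks = high control carbachol 87 µM, low control DMSO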
# 14-3-3 Bad inh = disrupts binding of bovine 14-3-3 zeta to phospho-Bad peptide | AID 781 | TR-FRET 14-3-3zeta/Dy647-pBad peptide displacement, 1 h | P63103 | inhibition, % at 21.7 µM | 220,000 compounds, 0.71% hits;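 active = inhibition above about 70%, limit read from the data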;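 note: 0% = full 14-3-3 plus peptide FRET controls and 100% = background without 14-3-3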
# CHOP inh = blocks CHOP induction under ER stress | AID 2732 | inhibition, % at 10 µM | 220,000 compounds, 3.8% hits | CHO-K1 CHOP-promoter luciferase, tunicamycin-induced, 15-18 h;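 active = compounds that reduced the stress-induced luciferase reporter signal by more than about 70% of percent inhibition, limit read from the data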;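 note: 0% = tunicamycin plus vehicle and 100% = wells without tunicamycin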
# PPC-1+TRAIL kill = compounds killing PPC-1 cancer cells with TRAIL present (potentiator screen, no TRAIL-free arm). PPC-1 cells + TRAIL, ATPLite viability luminescence. cell killing (% activity), % at 4 µM. 220,000 compounds, 0.41% hits. AID 1443;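 active = cell killing above 50% in the first pass at 4 µM, then a duplicate retest at 5 µM averaging 50% or more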;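 note: plate controls were cells with TRAIL plus DMSO for no effect and medium-only wells lacking cells for full effect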
# EP2 mod = EP2 receptor (human) modulation; EP2-expressing cells, cAMP HTRF FRET, PGE2 co-stimulation; P43116; induction, % at 25 µM; 260,000 compounds, 0.83% hits;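 active = compounds whose cAMP rise, as percent of the full-agonist control response, exceeds 60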;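 note: rat C6 glioma line stably carrying human EP2 under a CMV promoter; the protocol text gives 20 µM as final concentration; 100% = response of wells given 1 µM PGE2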
# Target sequence (P43116 whole entry, looked up): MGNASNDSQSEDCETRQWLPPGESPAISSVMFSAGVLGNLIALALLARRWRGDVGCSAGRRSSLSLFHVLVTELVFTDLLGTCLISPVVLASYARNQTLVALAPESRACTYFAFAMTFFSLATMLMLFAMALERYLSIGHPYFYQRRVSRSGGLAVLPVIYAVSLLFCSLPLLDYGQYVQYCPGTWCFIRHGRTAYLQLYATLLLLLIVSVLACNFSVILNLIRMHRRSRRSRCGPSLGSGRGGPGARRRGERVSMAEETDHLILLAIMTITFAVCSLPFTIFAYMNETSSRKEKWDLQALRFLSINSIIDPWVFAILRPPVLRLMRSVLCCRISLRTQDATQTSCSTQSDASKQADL
# NPY-Y1 PAM-ag = human NPY-Y1 potentiation or agonism, primary screen; P25929; NPY-Y1 expressing cells, potentiator/agonist activation; activation, % at 3.6 µM; 220,000 compounds, 0.37% hits; AID 1304; in the data active = activation above about 33%, passing the limit was not always enough;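 note: cells stimulated with NPY at EC10 then isoproterenol at EC100; 0% = low agonist plus stimulus and 100% = saturating agonist plus stimulus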
# EP2 antag = EP2 receptor (human) inhibition | P43116 | C6 glioma cells expressing human EP2, cAMP TR-FRET; cells stimulated with saturating PGE2 | inhibition, % at 25 µM | 260,000 compounds, 0.52% hits | AID 1422;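 active = percent inhibition above 40 after rounding to a whole number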;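 note: rat C6 glioma host cells with rolipram phosphodiesterase inhibitor present; the protocol text gives 20 µM as final concentration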
# The depositor's hits bear a star; · = not tested or not shown; & = joins results of further samples; [ ] = another dose, or the depositor's remark. An excerpt (hit frequency here may not be typical).
SMILES,TRPN1 ag,NPY-Y1 antag,TRPML3 ag,14-3-3 Bad inh,CHOP inh,PPC-1+TRAIL kill,EP2 mod,NPY-Y1 PAM-ag,EP2 antag
Cc1ccc(N(CC(=O)O)S(C)(=O)=O)cc1Cl,0.0,3,0.8,34,-2,2,-1,0,6
N#CN(CC(N)=O)c1nc(N2CCCCC2)nc(N2CCCCC2)n1,1.9,-1,0.6,-6,-32,14,21,21,10
FC(F)(F)c1cccc(N2CCN(C(=S)NCC3CCCO3)CC2)c1 (configuration not stated),6.3,-9,3.4,-26,21,13,-40,-3,5
CCN(CC)S(=O)(=O)c1ccc2c3c(cccc13)C(=O)N2,0.7,6,-0.5,13,38,13,26,4,12
Cc1ccc(S(=O)(=O)N2CCCC2)cc1[N+](=O)[O-],0.6,0,0.2,-11,-20,24,3,15,8
O=C(NCCc1c[nH]c2ccccc12)/C(=C\c1cccnc1)NC(=O)c1ccccc1F,0.5,·,0.8,-4,12,11,-23,-12,20
Cc1cc(=O)[nH]c(SCC(=O)N(CCC#N)c2ccccc2)c1C#N,1.1,11,2.8,-2,3,-4,17,15,5
COc1ccc(S(=O)(=O)NC(CC(=O)NCc2ccco2)C(C)C)cc1 (configuration not stated),-0.3,3,0.0,-3,-15,10,13,-3,9
Cn1c(=O)n(C)c2cc(/C=C3/NC(=O)N(Cc4ccccc4)C3=O)ccc21,-1.2,3,-0.3,-2,-19,13,8,-7,10
Fc1cccc(NC(=S)NNc2c3ccccc3nc3ccccc23)c1,0.8,-15,1.6,-13,44,25,-8,20,12
c1ccc(CSc2ccc(-c3ccccn3)nn2)nc1,0.8,5,0.3,-17,15,24,4,18,5
CNC(=O)C(C)c1ncc(C(F)(F)F)cc1Cl (configuration not stated),0.7,1,1.0,-13,-7,20,5,11,6
COc1ccc(N(C(=O)CNC(=O)c2ccco2)C(C(=O)NC2CCCCC2)c2ccco2)cc1 (configuration not stated),-1.7,-7,1.2,1,-3,2,30,-7,9
COCCNC(=O)CSc1nc(-c2ccccc2)c(-c2ccccc2)o1,-1.3,-1,0.7,16,19,16,17,2,0
O=C(O)C1CSC2c3ccccc3C(=O)N12 (configuration not stated),-0.4,-1,0.5,-7,3,0,19&14,-3,6&7
N#CC1=C(N)N2C(=C(C#N)C13CCCCC3)SC1CCCCC12O (configuration not stated),2.9,-3,1.0,1,69,23,-13,34,7
CC1CC1C(=O)NCCc1ccc(Cl)cc1 (configuration not stated),-0.7,5,0.0,2,-4,17,14,16,22
COc1cc2c(cc1NC(=O)c1cc(-c3ccncc3)nc3ccccc13)oc1ccccc12,0.7,8,0.4,28[fluorescence artefact?],85*,14,19,-36,9
Cc1ccc(-n2nnnc2SCC(=O)Nc2ccc3c(c2)COC3=O)cc1C,-0.7,0,-0.1,43,23,22,28,-36,9
CC(=O)Nc1ccc(NC(=O)COC(=O)c2ccc(C)s2)cc1,1.4,6,0.4,-13[fluorescence artefact?],-16,-9,4,-4,10
Cc1nn(Cc2ccc(Cl)cc2)c(C)c1NC(=O)c1noc2c1CCCCC2,-0.6,-2,0.3,-1,42,15,-8,16,2
Cc1ccccc1C(=O)NCC(=O)Nc1ccccc1C(F)(F)F,-1.6,3,-0.4,-7,21,5,6,-4,5
CCOC(=O)c1c(NC(=O)Cn2nnc3ccccc32)sc2c1CCC(C)C2 (configuration not stated),-0.3,8,-0.1,1,49,-20,50,4,11
N#Cc1ccc(N2C(=O)[C@@H]3C(C(=O)C(c4ccccc4)c4ccccc4)=NN[C@@H]3C2=O)cc1,-0.4,4,0.4,-10,38,39,23,-28,19
CSc1ccccc1-n1nnnc1SCC(=O)Nc1cc(C)ccc1C,-1.0,10,-0.8,-6,43,4,-26,-22,7
# More entries
SMILES,TRPN1 ag,NPY-Y1 antag,TRPML3 ag,14-3-3 Bad inh,CHOP inh,PPC-1+TRAIL kill,EP2 mod,NPY-Y1 PAM-ag,EP2 antag
COc1ccc(CN2C(=O)Cc3c2nc(N)c2c(N)nc(N4CCOCC4)c(C#N)c32)cc1,2.2,·,0.4,-2,13,31,-4,-2,7
CNC(=O)COC(=O)c1ccc(NS(=O)(=O)c2ccc3c(c2)OCCO3)cc1,1.5,6,0.8,-4,7,18,11,-7,8
Cc1cc(C(=O)NCc2cccnc2)n(-c2ccccc2)n1,0.1,7,0.2,-1,-3,19,18,-1,8
COc1ccccc1OC(=O)C1CC(=O)N(c2ccc(Cl)cc2)C1 (configuration not stated),1.3,5,0.6,2,52,1,-5,-11,7
Cc1c(Cl)cccc1NC(=S)NCC(C)C,-0.1,-1,0.4,-4[fluorescence artefact?],5,-10,17,3,5
OC(CCN1CCC2(CC1)OCCO2)C(F)(F)F (configuration not stated),0.8,2,0.6,-2,7,-5,24,-6,2
Cc1cc(C(=O)N2CCCC(C(=O)c3cc(F)ccc3F)C2)c(C)o1 (configuration not stated),-1.0,9,-0.4,-11,30,-5,-28,-6,5
CCN(CC)S(=O)(=O)c1ccc2[nH]cc(C(=O)NCCc3ccc(OC)c(OC)c3)c(=O)c2c1,-0.6,-2,0.7,1,30,-14,15,22,7
Cc1nc2ccc(NC(=O)NC(=O)c3c(Cl)cccc3Cl)cc2o1,-0.6,·,0.6,-4,-19,10,-19,-1,10
COc1cc(NS(=O)(=O)c2ccc(NC(=S)NC(=O)COc3ccccc3OC)cc2)nc(OC)n1,0.5,0,0.5,-10,-3,-18,-51,-6,19
COc1cccc(OC)c1C(=O)NNC(=O)c1ccccc1-n1cccc1,-1.8,-1,1.1,-7,-1,4,-22,10,3
COc1ccc(Cl)cc1N/C(N)=N/c1nc(C)cc(C)n1,-1.2,10,-0.3,-3,17,8,-61,-13,10
Cc1nonc1NC(=O)CSc1nc2cc(Cl)ccc2c2c1CCCC2,0.9,5,0.5,-10,14,-12,38,8,5
C=C(C)CNC(=S)N/N=C/c1ccc(NC(C)=O)cc1,-0.3,-4,1.2,-7,-2,12,-5,4,-2
COc1ccc(C(=O)COC(=O)CN2CC(=O)Oc3ccccc32)cc1Br,1.3,4,0.7,-25,15,27,8,6,20
Cc1ccc(NC(=O)CN2C(=O)S/C(=C\c3cccn3-c3cccc(C(=O)O)c3)C2=O)cc1C,0.5,-2,-0.1,-8,23,13,18,6,5
COc1ccc(CCNC(=O)CCN2C(=O)COc3ccccc32)cc1OC,5.7,-4,1.1,0,34,11,7,8,11
COC(=O)c1ccc(/C=N\N2CCN(Cc3ccc(C)cc3)CC2)cc1,-0.5,2,0.2,4,31,5,-23,15,2
O=C(COc1ccc(C(=O)c2ccc(F)cc2)cc1)NCc1ccc(F)cc1,-0.3,15,-0.3,8,67,7,-5,-2,12
Cc1ccc(NC(=O)CN(C)C(=O)/C=C/c2cccc(F)c2)cc1,0.1,3,1.2,-8,13,15,-3,-46,6
CCn1c(-c2cccnc2Cl)nc2cc(Cl)c(Cl)cc21,0.0,-1,-0.4,-9[fluorescence artefact?],7,-9,-6,-8,7
COc1cccc(-c2noc(Cn3nc(C)c([N+](=O)[O-])c3C)n2)c1,-1.1,6,0.3,13,42,22,10,19,3
COc1ccc(C(NC(=O)/C=C/c2ccco2)c2ccc(OC)cc2)cc1,0.9,2,-0.2,7[fluorescence artefact?],-4,-12,17,-8,1
Cc1ccccc1SCC(=O)Nc1ccc(N2CCOCC2)cc1,0.2,5,0.7,-24,6,7,-6,-11,7
O=C(O)CSCC(=O)Nc1ccccn1,0.8,·,0.8,5,7,-2,4,-21,10
# Further compounds follow.
SMILES,TRPN1 ag,NPY-Y1 antag,TRPML3 ag,14-3-3 Bad inh,CHOP inh,PPC-1+TRAIL kill,EP2 mod,NPY-Y1 PAM-ag,EP2 antag
O=S(=O)(Cc1cc(-c2ccccc2)no1)c1ccccc1,-1.2,5,-0.7,2,-18,1,-18,-4,2
CCN(CC)CCCNC(=O)c1nn(-c2cccc(OC)c2)c(=O)c2ccccc12,-0.7,4,0.2,11,31,34,5,-10,10
CN(C)S(=O)(=O)c1cccc(-c2nnc(-c3ccccc3)o2)c1,0.4,5,-0.3,-2,-25,5,-6,6,1
COC(=O)[C@H](CCSC)NC(=O)N1CCN(c2cccc(C(F)(F)F)c2)CC1,1.0,-2,0.4,3,18,-1,12,7,2
CC(=O)C(C)Oc1ccc(Cc2ncc(C(F)(F)F)cc2Cl)cc1 (configuration not stated),-3.1,-2,-0.1,-3,4,8,-1,5,5
Cc1ccc(OCC(=O)NN2C(=O)c3ccccc3C2=O)c(C)c1,-0.7,-4,-0.2,6,26,28,10,-24,14
N#CNC(=Nc1cccc(Cl)c1)Oc1ccccc1,1.1,·,0.1,-1,4,7,5,-4,12
Cc1ccc(SCC(=O)N2c3ccccc3Sc3ccccc32)cc1,1.1,10,0.3,-9,41,22,45,-49,14
CCN(CC)S(=O)(=O)c1cc(NC(=O)C(C)OC(=O)c2[nH]c(C)c(C(C)=O)c2C)ccc1C (configuration not stated),-0.4,6,0.0,-24,35,31,-18,-5,7
COc1cccc(/C=N/Nc2ncnc3scc(-c4ccccc4)c23)c1OC,-1.1,7,-0.2,-6,71*,7,18,-24,12
Cc1cc(NC(=O)c2ccco2)no1,-0.2,-2,0.7,-5,-2,-6,-3,-13,10
COc1ccc(CCNC(=O)c2cc(=O)n(C)c(=O)n2C)cc1OC,0.0,0,0.3,-4,-6,·,13,-12,7
COc1ccc(NS(=O)(=O)c2cccc(NC(=O)c3cnccn3)c2)cc1Br,6.0,-5,2.0,-14,6,5,-52,2,5
CC1Oc2ccccc2C=C1/C=N/NC(=O)[C@@H](C)NC(=O)OC(C)(C)C (some centres not stated),-1.2,·,2.8,8,24,7,-38,17,5
COc1ccc(-c2cc(C3CC3)nc(SCC(=O)c3cccs3)c2C#N)cc1,2.1,4,0.6,-36,11,4,24,-12,23

# Bioassay records as filed in PubChem.
